From PubChem BioAssay
MITF primary = MITF inhibitors, primary screen, biochemical, AlphaScreen, human. Microphthalmia-associated transcription factor (Homo sapiens), O75030. AlphaScreen MITF homodimerization, bead proximity signal. inhibition, % at 2.6 µM. 650,000 tested, 0.91% active; in the data active means inhibition above about 50%;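 further: 0% = vehicle wells with protein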
FBW7 act = FBW7 E3 ligase activators, primary screen, biochemical, AlphaScreen, human. AlphaScreen FBW7–phospho-cyclin E peptide binding, activator screen. F-box/WD repeat-containing protein 7 (Homo sapiens), Q969H0. AID 1259310, 2017. 650,000 tested, 0.13% active. normalized activity (activation), % at 26.1 µM; in the data active means normalized activity above about 1.9%;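 further: purified mutant Fbw7 with reduced substrate affinity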
Target sequence (Q969H0 whole entry, looked up): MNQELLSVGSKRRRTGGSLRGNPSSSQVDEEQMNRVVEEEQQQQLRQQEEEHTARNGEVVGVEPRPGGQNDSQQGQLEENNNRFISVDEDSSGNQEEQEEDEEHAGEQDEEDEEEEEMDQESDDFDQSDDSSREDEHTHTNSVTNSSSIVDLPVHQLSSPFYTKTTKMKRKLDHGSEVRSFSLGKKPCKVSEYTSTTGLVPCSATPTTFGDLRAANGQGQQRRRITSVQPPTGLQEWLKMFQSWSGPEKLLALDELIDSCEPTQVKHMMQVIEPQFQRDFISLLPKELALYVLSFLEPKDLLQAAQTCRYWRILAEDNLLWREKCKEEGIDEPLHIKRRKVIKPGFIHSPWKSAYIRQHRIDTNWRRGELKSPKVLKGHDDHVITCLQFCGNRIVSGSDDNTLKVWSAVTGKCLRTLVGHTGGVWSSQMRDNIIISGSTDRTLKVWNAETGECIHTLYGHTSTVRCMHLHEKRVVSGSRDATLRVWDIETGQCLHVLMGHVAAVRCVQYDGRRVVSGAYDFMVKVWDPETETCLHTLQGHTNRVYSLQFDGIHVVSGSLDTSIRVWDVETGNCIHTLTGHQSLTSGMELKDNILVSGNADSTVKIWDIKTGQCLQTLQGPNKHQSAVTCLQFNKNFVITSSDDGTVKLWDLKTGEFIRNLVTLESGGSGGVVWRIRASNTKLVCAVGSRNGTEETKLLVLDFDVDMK
GPR151 activ = activators of human GPR151, primary screen, cell-based, PathHunter beta-arrestin, luminescence | 650,000 tested, 1% active | activation, % at 11.2 µM | PathHunter beta-arrestin GPR151 cells | G-protein coupled receptor 151 (Homo sapiens), Q8TDV0; in the data active means activation above about 4.9%;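 further: 0% = median of compound wells and 100% = cells with positive control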
TEAD-YAP block = TEAD-YAP interaction inhibition, primary screen, TEAD-YAP interaction inhibitor project, luminescence, HEK-TIYL cells; AID 1259422, 2018; 640,000 tested, 1.4% active; TEAD-Gal4/YAP UAS-luciferase luminescence; inhibition, % at 9.12 µM; in the data active means inhibition above about 32%;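 further: 0% = median of test compound wells and 100% = reference inhibitor wells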
* marks the source's active call; other numbers are inactive results.

Under each structure – FBW7 act | GPR151 activ | TEAD-YAP block | MITF primary
> Oc1ccc(Br)cc1/C=N/NC(=S)NCCN1CCOCC1
  -0.2 | -0.3 | 3 | 50
> Cc1ccc(C(=O)OCC(=O)Nc2ccc(C#N)cc2)cc1S(=O)(=O)N1CCOCC1
  -0.1 | 1.7 | 3 | 3
> CCN(C(=O)CN1CCN(C(C)=O)CC1)c1c(N)n(Cc2ccccc2)c(=O)[nH]c1=O
  0.0 | -1.3 | 0 | 13
> CC(C)(C)n1nc2c(c1NC(=O)c1ccccc1I)CSC2
  0.0 | -0.8 | 1 | -2
> CC1CCC2(CC1)NC(=O)N(CC1CCCO1)C2=O (stereo unspecified)
  -0.1 | -1.4 | 2 | 13
> CCOCCn1c(Br)nc2c1c(=O)[nH]c(=O)n2C
  -0.1 | 0.0 | -4 | 6
> Cc1c(C#N)c(NC(=O)CN2CCN(c3ccccc3)CC2)n(Cc2ccco2)c1C
  0.0 | 0.6 | 3 | 5
> COc1cc(C(=O)COC(=O)c2cccc(OC)c2OC)cc(OC)c1OC
  0.7 | 0.0 | 2 | 14
> COc1ccccc1-c1nnc(SCC(=O)c2ccc([N+](=O)[O-])cc2)o1
  -0.1 | -1.6 | 1 | -2
> C/C(=N\NC(=O)c1ccccc1O)c1ccc(-c2ccccc2)cc1
  -0.4 | -1.9 | 0 | -9
> CC1=C(C(=O)OC(C)(C)C)C(c2cccnc2)C(C#N)=C(N)O1 (stereo unspecified)
  0.2 | 0.0 | -2 | 9
> Fc1ccc(CSc2nc3ccccc3c3nc(CCc4c[nH]c5ccccc45)nn23)cc1
  0.1 | 0.7 | -6 | -3
> COCc1cc(CN2CCN3C(=O)[C@H](Cc4ccccc4)NC(=O)[C@H]3C2)ccc1OC
  -0.2 | 5.7* | 7 | 4
> COc1ccc(OC)c(N2C(=O)NC(=O)/C(=C/c3ccc(C)s3)C2=O)c1
  -0.1 | -0.4 | -12 | 28
> CCC(=O)N1c2ccccc2NC2=C(C(=O)CCC2)C1c1ccc(C)cc1 (stereo unspecified)
  -0.1 | -1.2 | -3 | 3
> Nc1cccc2c1C(=O)N(C(=O)c1ccc3c(c1Cl)C(=O)c1ccccc1C3=O)C2=O
  0.1 | -0.3 | -8 | 15
> Cc1ccc2c(c1)c1c3n2CCN(CC2CO2)C3CCC1 (stereo unspecified)
  0.1 | -0.9 | 1 | 26
> Cc1cc2[nH]c(=O)c(=O)[nH]c2c(Br)c1C
  1.2 | 0.8 | 5 | 13
> CCCCOC(=O)c1cccc(NC(=O)CC)c1
  -0.1 | 2.1 | -4 | 5
> Cc1c(NC(=O)c2noc3c2CCc2ccccc2-3)c(=O)n(-c2ccccc2)n1C
  0.0 | -1.2 | -13 | -4

An excerpt from above with just TEAD-YAP block:
mol	TEAD-YAP block
Cc1ccc2c(c1)c1c3n2CCN(CC2CO2)C3CCC1 (stereo unspecified)	1
Nc1cccc2c1C(=O)N(C(=O)c1ccc3c(c1Cl)C(=O)c1ccccc1C3=O)C2=O	-8
CCOCCn1c(Br)nc2c1c(=O)[nH]c(=O)n2C	-4
CC1CCC2(CC1)NC(=O)N(CC1CCCO1)C2=O (stereo unspecified)	2
CCC(=O)N1c2ccccc2NC2=C(C(=O)CCC2)C1c1ccc(C)cc1 (stereo unspecified)	-3
Cc1c(NC(=O)c2noc3c2CCc2ccccc2-3)c(=O)n(-c2ccccc2)n1C	-13

Next section
Under each structure – FBW7 act | GPR151 activ | TEAD-YAP block | MITF primary
> O=C1Nc2ccccc2C12Nc1ccccc1S2 (stereo unspecified)
  0.0 | -0.9 | -14 | 12
> N#C/C(=C\Nc1ccccc1Br)c1nc2ccccc2o1
  -0.1 | 1.1 | -4 | -1
> CN1CCCCC1C(=O)NCc1nc(NCCCc2ccccc2)c2ccccc2n1 (stereo unspecified)
  -0.2 | 0.7 | -9 | 4
> CC1(C)OC(=O)C=C(c2ccc(Cl)cc2)O1
  0.3 | -0.4 | 21 | 9
> CC(C)CCn1c(=S)[nH]c2nccnc2c1=O
  0.0 | -0.1 | -2 | 3
> Cc1nc(N2CCCCC2)c2nnn(Cc3ccccc3)c2n1
  0.1 | -1.7 | -15 | -6
> O=C1c2ccc([N+](=O)[O-])cc2C(=O)N1CNc1ccccc1Cl
  -0.1 | -0.1 | 12 | 1
> COc1cc(CC(=O)OCc2cc(=O)oc3cc(C)ccc23)cc(OC)c1OC
  0.1 | 0.5 | 1 | 5
> C=CCNC(=S)NC(=O)/C=C/c1ccccc1
  0.0 | 0.8 | -21 | 8
> O=C(CSc1nnc(NC(=O)C2CC2)s1)Nc1ccc(N2CCCCC2)cc1
  -0.1 | 2.0 | -3 | 10
> CCOc1ccccc1NC(=O)C1=C(C)NC(=O)NC1c1cccc(Cl)c1 (stereo unspecified)
  -0.1 | 1.7 | 6 | 6
> O=C(CCOc1ccccc1)NNC(=O)COc1ccccc1
  0.0 | 0.3 | 1 | 12
> CCc1ccc(S(=O)(=O)c2c[nH]c3ccccc3c2=O)cc1
  0.0 | -1.9 | -7 | 6
> O=C(O)C(=O)Cc1ccccc1[N+](=O)[O-]
  0.2 | 0.5 | -4 | 3
> CC1CCCCN1c1nc2c(c(=O)[nH]1)CCN(CC1CCOC1)C2 (stereo unspecified)
  0.6 | -0.9 | -2 | 14
> O=C(NCCc1ccccc1)c1ccc(Oc2ccccc2)cc1
  0.0 | -1.1 | -29 | 6
> O=C(O)c1cc(=O)c2cc([N+](=O)[O-])ccc2[nH]1
  0.0 | -0.5 | 2 | 5
> Cc1cccc(CN2CCN(CC(=O)NCCC(C)C)C2=O)c1
  -0.2 | 0.0 | 9 | 13
> CC12CCC(C(=O)NCc3ccc(Cl)cc3)(OC1=O)C2(C)C (stereo unspecified)
  0.9 | -1.5 | 9 | 3
> CN(C)c1cccc(Nc2nc(NCCN3CCOCC3)c3ncn(-c4ccsc4)c3n2)c1
  -0.1 | -0.8 | 0 | 7

In the list so far, 4 have a cyano group.
Under each structure – FBW7 act | GPR151 activ | TEAD-YAP block | MITF primary
> Cc1ccc(C(=O)OCC(=O)Nc2ccc(C#N)cc2)cc1S(=O)(=O)N1CCOCC1
  -0.1 | 1.7 | 3 | 3
> Cc1c(C#N)c(NC(=O)CN2CCN(c3ccccc3)CC2)n(Cc2ccco2)c1C
  0.0 | 0.6 | 3 | 5
> CC1=C(C(=O)OC(C)(C)C)C(c2cccnc2)C(C#N)=C(N)O1 (stereo unspecified)
  0.2 | 0.0 | -2 | 9
> N#C/C(=C\Nc1ccccc1Br)c1nc2ccccc2o1
  -0.1 | 1.1 | -4 | -1

Record cards, as listed above. Screens in order: FBW7 act | GPR151 activ | TEAD-YAP block | MITF primary
O=C(O)C(=O)Cc1ccccc1[N+](=O)[O-] as listed: 0.2 | 0.5 | -4 | 3
COc1cc(CC(=O)OCc2cc(=O)oc3cc(C)ccc23)cc(OC)c1OC as listed: 0.1 | 0.5 | 1 | 5
C=CCNC(=S)NC(=O)/C=C/c1ccccc1 as listed: 0.0 | 0.8 | -21 | 8
CCc1ccc(S(=O)(=O)c2c[nH]c3ccccc3c2=O)cc1 as listed: 0.0 | -1.9 | -7 | 6
CCOc1ccccc1NC(=O)C1=C(C)NC(=O)NC1c1cccc(Cl)c1 (stereo unspecified) as listed: -0.1 | 1.7 | 6 | 6

The list continues.
Under each structure – FBW7 act | GPR151 activ | TEAD-YAP block | MITF primary
> Cc1ccc2oc(=O)c3cnn(CC(=O)N4CCCCCC4)c3c2c1
  0.1 | 0.3 | 4 | -7
> COC(=O)C1Cc2ccccc2CN1CN1C(=O)c2cc(Cl)c(Cl)cc2C1=O (stereo unspecified)
  0.0 | 0.6 | 6 | -7
> COc1ccc(NC(=O)C2c3cccc[n+]3CC(=O)N2c2ccccc2O)cc1 (stereo unspecified)
  -0.1 | -0.7 | -22 | 10
> Cn1cc(-c2ccc(-c3ccnc(Nc4ccc(-n5cnc(N6CCOCC6)n5)cc4)n3)cc2)cn1
  0.0 | -1.3 | -5 | 6
> CC1(C)CC2CC(C)(CN2S(=O)(=O)c2ccc(Cl)s2)C1 (stereo unspecified)
  0.3 | -0.5 | -3 | -12
> O=C(N/N=C/c1ccc(O)c(O)c1)c1ccccc1Cl
  -0.3 | 0.7 | -20 | 9
> NC(=O)c1c(NC(=O)CN2C(=O)NC3(CCc4ccccc4C3)C2=O)sc2c1CCC2 (stereo unspecified)
  -0.1 | 0.4 | 0 | 15
> O=S(=O)(c1cnc[nH]1)N1CCN(c2ccc(F)cc2)CC1
  0.2 | 0.1 | 2 | 10
> CCn1cc(C2=NCCO2)c2ccccc21
  0.1 | -1.7 | 7 | 8
> Cc1cc(C)c(S(=O)(=O)N2CCOC2CNC(=O)C(=O)NCc2cccnc2)c(C)c1 (stereo unspecified)
  0.3 | -1.0 | -6 | -18
> CN1C(=O)CCC2(CCC(=O)NC2)C1=O (stereo unspecified)
  0.1 | 1.3 | -2 | 4
> Cc1ncn(-c2ccc(Nc3ncc4cccc(-c5nc6ccccc6s5)c4n3)cc2)n1
  -0.1 | -0.4 | -14 | 5
> O=C(NC1CCCC1)c1cccc2ccccc12
  -0.1 | -1.8 | -11 | -12
> CCn1c(SCC(=O)Nc2ccc(Cl)c(Cl)c2)nnc1-c1cccnc1
  0.1 | -0.5 | 0 | 17
> O=C(NCCN1CCOCC1)c1cccc(-n2ncc3cc(N(c4ccccc4)c4ccccc4)c(N4CCOCC4)cc32)c1
  0.4 | 0.5 | -2 | 16
> CSCCNC(=O)c1cccc(Cl)c1
  0.1 | -1.3 | 2 | 14
> C#CCOc1ccc(Br)cc1C1NC(C(=O)O)CS1 (stereo unspecified)
  0.0 | 1.0 | 2 | 17
> O=C(Nc1ccc(Br)cc1)c1nn2c(C(F)(F)F)cc(-c3ccccc3)nc2c1Br
  -0.2 | -1.4 | -2 | 0
> COc1ccc(CCNc2cc(C)nc(NCCCN3CCCC3=O)n2)cc1
  0.0 | -0.4 | 8 | 5
> CCc1ccc(C2C(C(=O)OCC3CCCO3)=C(C)NC3=C2C(=O)CC(c2cccs2)C3)s1 (stereo unspecified)
  0.0 | 1.1 | 9 | 1
> CCc1ccc(C2C(C(=O)OCC3CCCO3)=C(C)NC3=C2C(=O)CCC3)cc1 (stereo unspecified)
  -0.1 | -1.0 | 3 | 4
> COc1c([N+](=O)[O-])cc([N+](=O)[O-])cc1S(=O)C(F)(F)F (stereo unspecified)
  0.0 | 0.1 | -1 | 0
> COc1c(/C=C2/SC(=S)N(C)C2=O)cccc1[N+](=O)[O-]
  -0.3 | 1.2 | 3 | 6
> COc1ccc2oc(=O)c(C(=O)N(C)C3=C(C#N)CCC3)cc2c1
  0.2 | 0.9 | 8 | 0
> Cc1cnc(C(=O)OCC(=O)Nc2cc([N+](=O)[O-])ccc2F)cn1
  0.5 | -1.9 | 1 | 15
> COc1ccc(N2C(=O)/C(=C/c3ccccc3OC)NC2=S)cc1
  -0.2 | 0.1 | 0 | 3
> CC1(C)CC2CC(C)(CN2CC(=O)Nc2ccc3c(c2)OCCO3)C1 (stereo unspecified)
  0.3 | 1.0 | 10 | 12
> O=C(Cc1ccccc1)N(Cc1ccccn1)c1nc2ccccc2s1
  -0.1 | 0.5 | -6 | 2
> O=C(c1cc(F)ccc1F)N1CCN2C(=O)[C@@H]3CCCN3C(=O)[C@H]2C1
  0.0 | 2.5 | -11 | 4
> Cc1ccc(NC(=O)c2ccc(F)c(S(=O)(=O)N3CCC(Cc4ccccc4)CC3)c2)cc1F
  -0.1 | 2.0 | 6 | -1
> CCOc1ccc(NC(=O)CSc2nc3ccccc3c(=O)n2CCc2ccccc2)cc1
  -0.2 | -0.1 | -5 | 7
> CC(=O)Nc1ccc(OCC(O)CN2CCN(Cc3ccc(Cl)cc3)CC2)cc1 (stereo unspecified)
  -0.1 | -0.7 | 7 | 4
> CCc1ccc2oc(-c3cc(NC(=O)c4ccc(OC)cc4)ccc3Cl)nc2c1
  0.0 | -1.6 | -4 | -4
> CCCC1=Nc2cc(C(=O)NCCOC)ccc2Sc2ccccc21
  -0.1 | -0.1 | 51* | 9
> CCn1c(SC)nc2ccc(Br)cc2c1=O
  0.0 | 0.6 | -6 | -20
> Nc1ccc(C(=O)NCCCc2nc3ccccc3[nH]2)cc1
  -0.1 | -0.1 | -3 | 6
> Cc1ccc(Cl)cc1NC(=O)/C(=C/c1cccc([N+](=O)[O-])c1)NC(=O)c1ccccc1Br
  0.0 | -1.7 | 2 | -2

Rows were taken by chance; any-hit rate near 3.4%.
